CF NFkB block = cystic fibrosis NF-kB activation inhibition; KKLEB NF-kB-GFP reporter, PAF-induced, GFP fluorescence overnight; inhibition, % at 5 µM; actives 0.86% (n = 360,000); AID 588850;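 active = at least 50% inhibition at 5 µM, scaled per plate between neutral and stimulator controls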;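 also: PAF is a Pseudomonas aeruginosa culture filtrate used as stimulus; plate controls were PAF-stimulated DMSO wells for no effect and unstimulated DMSO wells for full effect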
Vif imaging = inhibitors of HIV Vif. HEK293T cells, Vif self-association by quenched fluorescence, imaging, 24 h. inhibition, % at 7.49 µM. actives 0.35% (n = 340,000); in the data active = inhibition above about 50%, passing the limit was not always enough; also: some results filed as inactive read as strong as hits
HIF-2a block = inhibitors of HIF-2a; 786-0 RCC cells HIF-2a reporter, luciferase luminescence, overnight; inhibition, % at 18.8 µM; actives 0.72% (n = 360,000); AID 624352;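 active = inhibition of the luminescence signal of 40% or more relative to plate controls, in a single-dose primary screen at 18.75 µM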
NR2E3 ag-1 = human photoreceptor-specific nuclear receptor agonism; actives 0.35% (n = 360,000); Q9Y5X4; inhibition of corepressor binding, % at 3.98 µM; AID 602229; CHO-S Gal4-NCOR/VP16-NR2E3 two-hybrid, luciferase;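 active = inhibition above the mean of all tested compounds plus 3 SD, cut at about 70% in these data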;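 also: 0% = DMSO with NR2E3 transfected cells and 100% = cells lacking NR2E3 construct; higher means lower luciferase signal from less NR2E3 corepressor binding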
Target sequence (Q9Y5X4 whole entry, looked up, the tested form may be a part): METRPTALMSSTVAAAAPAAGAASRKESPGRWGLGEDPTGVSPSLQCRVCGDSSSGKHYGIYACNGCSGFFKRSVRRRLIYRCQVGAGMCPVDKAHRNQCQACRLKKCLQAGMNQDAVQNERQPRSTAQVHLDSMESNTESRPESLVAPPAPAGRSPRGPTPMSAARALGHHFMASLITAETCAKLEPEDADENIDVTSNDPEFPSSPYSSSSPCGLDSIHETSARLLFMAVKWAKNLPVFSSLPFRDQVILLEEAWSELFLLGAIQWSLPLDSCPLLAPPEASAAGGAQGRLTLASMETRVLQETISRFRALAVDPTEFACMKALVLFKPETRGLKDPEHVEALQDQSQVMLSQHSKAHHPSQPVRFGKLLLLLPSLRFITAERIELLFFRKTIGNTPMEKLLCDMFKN
CaV13 ICDI inh = Disruptors of the CACNA1D IQ motif to Ca2+-dependent inactivation inhibitor domain association, primary screening, Förster resonance energy transfer in intact living …; inhibition, % at 12.3 µM; actives 0.098% (n = 340,000); HEK cells, CFP/YFP FRET ICDI-IQ, plate reader, 10 min; percent FRET-ratio fall versus neutral wells; AID 743397;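 active = mean replicate inhibition of at least 30% and at least 1% of replicates passing that level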;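 also: 0% = median of the neutral control wells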
MITF TRPM1 inh = inhibitors of MITF-driven TRPM1 promoter in melanoma cells. SK-MEL-5 TRPM1 promoter luciferase, 24 h. inhibition, % at 12.5 µM. actives 0.83% (n = 330,000). AID 488899;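 active = mean inhibition across replicates of 60% or more, whatever share of single replicates reaches that level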; also: values of inactives mirror those of a sister screen read the other way
NR2E3 ag-2 = activates human photoreceptor nuclear receptor NR2E3; Q9Y5X4; GST-NR2E3/biotin-RetCOR TR-FRET, 1536-well; inhibition of corepressor binding, % at 4.78 µM; actives 0.12% (n = 320,000); AID 2300;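 active = percent inhibition above the cutoff of mean plus 3 SD of all tested compounds, set per screening campaign, cut at about 20% in these data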;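 also: 0% = DMSO wells and 100% = biotin wells as full block of FRET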
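Material: NR2E3–RetCOR corepressor complex | Quantity: 1.35 nM GST-tagged NR2E3 final | Schedule: 5 h at 4 °C | Replication: Singlicate compound wells | Reagent: RetCOR corepressor, biotinylated, 7 nM | Controls: Biotin wells as high control, 0.6% DMSO wells as low control | Signal: TR-FRET, Eu(K)-anti-GST donor, streptavidin-D2 acceptor, ex 340, em 617/671 nm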
Shn3 inh set2 = inhibitors of Schnurri-3 3'UTR reporter in osteoblasts; actives 0.52% (n = 360,000); inhibition, % at 12.5 µM; AID 588674; Clone20 osteoblast Shn3 3'UTR firefly luciferase, 24 h;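 active = mean inhibition of at least 75% with every replicate also reaching 75%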;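 also: 0% = median of neutral control wells and 100% = pilot-screen positive control compound; some compounds past the cut are filed as inactive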
KKLEB tox = CF airway cell cytotoxicity counter-screen; KKLEB CF airway cells viability, ATPlite luminescence, overnight; active compounds read low; cells stimulated with P. aeruginosa culture filtrate; actives 0.36% (n = 360,000); activity change (cytotoxicity), % at 5 µM; AID 602141;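 active = corrected activity change at or below -50% at 5 µM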
Peg3 promoter = inhibitors of Peg3 promoter; HeLa PEG-Prom luciferase reporter, luminescence, overnight; inhibition, % at 20 µM; actives 1.7% (n = 360,000);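 active = inhibition of at least 50% at 20 µM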
PDI turbidity = PDI (human) enzyme inhibition; PDI insulin aggregation turbidity, A650, 90 min; inhibition, % at 10 µM; actives 0.052% (n = 350,000); AID 588391;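 active = mean inhibition across replicates of 30% or more, whatever share of single replicates reach that level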;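 also: absorbance from insulin aggregation driven by PDI reduction with DTT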
Target sequence (P07237 whole entry, looked up): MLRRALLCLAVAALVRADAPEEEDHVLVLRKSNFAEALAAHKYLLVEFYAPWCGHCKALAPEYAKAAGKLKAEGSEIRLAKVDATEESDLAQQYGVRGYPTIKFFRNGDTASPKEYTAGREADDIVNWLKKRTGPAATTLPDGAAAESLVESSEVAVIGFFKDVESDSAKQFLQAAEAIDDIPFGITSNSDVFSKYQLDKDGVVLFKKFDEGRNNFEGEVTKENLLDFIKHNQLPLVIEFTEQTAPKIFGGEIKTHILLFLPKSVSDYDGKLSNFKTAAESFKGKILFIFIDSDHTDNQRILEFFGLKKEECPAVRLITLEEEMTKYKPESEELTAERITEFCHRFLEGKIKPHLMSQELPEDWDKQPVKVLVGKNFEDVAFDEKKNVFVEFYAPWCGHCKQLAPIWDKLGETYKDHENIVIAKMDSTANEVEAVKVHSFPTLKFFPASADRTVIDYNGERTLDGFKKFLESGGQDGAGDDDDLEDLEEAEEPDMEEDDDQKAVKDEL
The depositor's hits bear a star; . = not tested or not shown. Random draw from the library; 3.3% or so of the library scored in one or more.

SMILES	CF NFkB block	Vif imaging	HIF-2a block	NR2E3 ag-1	CaV13 ICDI inh	MITF TRPM1 inh	NR2E3 ag-2	Shn3 inh set2	KKLEB tox	Peg3 promoter	PDI turbidity
CCC(C)c1ccccc1N1CC(C(=O)N2CCN(C(=O)c3ccco3)CC2)CC1=O (configuration not stated)	-3.8	-1.5	6.2	18.9	-5.0	-0.8	1.7	-17.1	3.7	9.5	-5.8
CCOC(=O)c1cnc(-n2[nH]c(C)cc2=O)[nH]c1=O	7.1	-1.4	11.1	-27.0	-4.2	-11.6	6.6	14.2	-2.9	10.3	-0.3
CCN(CC)C(=O)CSc1nc(N)c(C(=O)Nc2ccc(OC)cc2)s1	-15.8	-3.1	-31.2	-2.8	-18.4	8.8	-1.0	4.3	24.4	-17.3	1.6
Cc1cccc2nc(-c3cccc(NC(=O)Cc4ccccc4)c3)cn12	-20.9	-2.0	-148.8	-33.8	-4.4	1.1	1.6	3.3	-5.8	-42.5	-20.8
COc1ccc(OC)c(CN2C(=O)c3ccccc3C2C(=O)NCC2CCCO2)c1 (configuration not stated)	13.2	-2.7	11.7	-21.9	-16.3	13.9	4.6	-7.1	-0.7	-3.7	0.4
C=CC[C@@H](CC(=O)N[C@H](CO)Cc1ccccc1)C(=O)N[C@@H](C)COC(=O)[C@@H](CC=C)CC(=O)OC(C)(C)C	7.8	-9.8	9.4	-1.6	11.6	8.2	.	13.2	-2.6	5.2	-5.8
Cc1cc(C)c(C)c(OCCCn2ccnc2)c1	-3.5	.	-3.4	0.5	-5.2	0.0	1.9	-8.0	2.6	7.7	-11.2
Cc1ccccc1C(=O)N1CCN(c2ccc(NC(=O)Cc3ccccc3)cc2)CC1	9.1	-2.7	17.0	-10.9	-2.5	6.2	-1.9	8.1	10.8	17.3	-19.4
CCc1nnc(NS(=O)(=O)c2ccc(NC(=O)c3ccccc3OC)cc2)s1	-15.1	6.3	1.1	0.0	-12.0	2.4	-0.7	-2.6	6.4	15.7	2.3
CN(Cc1cc(=O)n2ccsc2n1)c1ccccc1	-2.6	-0.4	-15.1	-3.1	-7.2	9.0	1.5	-1.7	7.8	9.7	4.7
CCn1nc(C(=O)NCCc2ccc(S(N)(=O)=O)cc2)c2ccccc2c1=O	13.4	1.7	20.9	0.8	-3.4	-16.2	0.4	2.0	0.4	7.1	-2.0
N#C/C(=C\c1ccccc1O)C(=O)Nc1ccccn1	12.6	-9.1	-15.4	-0.5	-2.3	-0.3	-2.4	-25.5	-1.9	-0.2	7.5
COCCNC(=O)CSc1nc2scc(-c3ccccc3)c2c(=O)[nH]1	-2.0	23.1	-2.5	12.5	-6.0	10.0	7.1	3.3	2.1	0.8	2.4
O=C(Nc1ccc(Cl)c([N+](=O)[O-])c1)c1cnccn1	-3.6	5.9	-24.4	11.5	-3.0	-15.2	-4.3	10.8	5.0	-22.1	-18.9
Cc1ccc(S(=O)(=O)/N=C(/Nc2cccc3ccccc23)c2ccc(F)cc2)cc1	-14.6	-9.1	15.8	0.6	-2.2	29.2	2.2	-0.9	12.7	16.6	-0.9
CCc1ccc(S(=O)(=O)Nc2cc(SCC(=O)O)c(O)c3ccccc23)cc1	63.7*	8.1	-1.5	-8.4	0.8	46.3	3.7	4.3	4.5	-1.5	-4.4
O=Cc1c(N2CCCCC2)nc2ccccn2c1=O	-14.0	-7.3	9.1	-9.5	-1.0	3.4	-1.8	-13.3	2.2	16.3	-1.8
COc1cc(OC)c(C(=O)NCCCn2ccnc2)cc1OC	0.8	18.4	19.1	-5.6	-20.0	11.4	-1.1	-5.2	-14.0	21.1	-4.1
C/C(=N\NC(=O)C1COc2ccccc2O1)c1cccs1 (configuration not stated)	-9.7	13.5	-56.0	-22.7	-6.2	-9.1	0.2	-6.4	10.7	-26.1	-0.5
COCCNC(=O)CSc1nnc2c(Cl)cc(Cl)cn12	-1.6	12.5	10.5	-9.7	-4.0	-4.6	1.3	7.0	5.6	1.5	-1.2
Cc1cc(/C=C2\NC(=O)NC2=O)c(C)n1-c1ccc(N2CCOCC2)cc1	-3.9	-3.6	-0.3	-11.6	-4.5	3.3	-3.5	15.1	16.9	-8.9	-6.2
O=C(C1CCN(S(=O)(=O)N2CCOCC2)CC1)N1CCN(c2ccccc2)CC1	3.7	10.7	15.2	-18.2	.	5.5	-0.7	-2.8	-2.5	18.5	-13.7
O=C(COC(=O)c1ccc2c(c1)OCO2)NCc1ccc2c(c1)OCO2	2.2	-8.8	1.0	16.3	-6.0	7.1	-1.4	6.2	9.6	4.6	0.2
C=CCn1c(N)c(C(=O)OCCC)c2nc3ccccc3nc21	13.5	0.1	-0.6	17.1	.	5.9	-0.3	-12.5	-12.2	-7.9	-2.9

Some of these compounds in order of the HIF-2a block value, lowest first.
SMILES	CF NFkB block	Vif imaging	HIF-2a block	NR2E3 ag-1	CaV13 ICDI inh	MITF TRPM1 inh	NR2E3 ag-2	Shn3 inh set2	Peg3 promoter	PDI turbidity
C/C(=N\NC(=O)C1COc2ccccc2O1)c1cccs1 (configuration not stated)	-9.7	13.5	-56.0	-22.7	-6.2	-9.1	0.2	-6.4	-26.1	-0.5
O=C(COC(=O)c1ccc2c(c1)OCO2)NCc1ccc2c(c1)OCO2	2.2	-8.8	1.0	16.3	-6.0	7.1	-1.4	6.2	4.6	0.2
Cc1ccc(S(=O)(=O)/N=C(/Nc2cccc3ccccc23)c2ccc(F)cc2)cc1	-14.6	-9.1	15.8	0.6	-2.2	29.2	2.2	-0.9	16.6	-0.9

Next part.
SMILES	CF NFkB block	Vif imaging	HIF-2a block	NR2E3 ag-1	CaV13 ICDI inh	MITF TRPM1 inh	NR2E3 ag-2	Shn3 inh set2	KKLEB tox	Peg3 promoter	PDI turbidity
CC(C)C(=O)NCCn1ccc2ccccc21	-11.9	5.7	2.8	19.2	-4.7	2.9	3.7	-1.6	2.9	-2.4	9.0
CC1(C)C(=O)OC(C(=O)c2ccccc2)C(C)(C)C1=O (configuration not stated)	17.9	15.5	15.9	3.6	-5.4	1.8	3.5	-9.9	2.2	8.1	-2.1
COc1cc2cc(C)c(SCC(=O)N3CCN(C(=O)c4ccco4)CC3)nc2cc1OC	14.0	-1.2	12.1	-14.2	-4.4	3.5	-0.1	-7.3	-6.5	6.5	7.7
CSc1nccn1C(=O)c1ccccc1[N+](=O)[O-]	-23.2	-2.1	13.2	7.0	-3.1	.	1.1	-0.6	7.1	5.6	5.5
CCN1C(=O)CS/C1=N\S(=O)(=O)c1ccc(C)cc1	6.1	15.0	12.7	10.2	2.9	4.7	3.7	-25.8	13.5	-3.6	2.9
C/C(=N\NC(=O)C1CC1(c1ccccc1)c1ccccc1)c1cccc([N+](=O)[O-])c1 (configuration not stated)	-11.1	8.3	9.8	7.7	-2.7	2.6	5.0	28.4	-3.3	3.0	-2.4
CC(C)C[C@@H](CN(N=O)[C@@H](Cc1ccccc1)CN(C)N=O)N(CCc1ccccc1)N=O	10.3	2.1	11.2	-13.7	-5.8	-1.3	2.9	19.0	0.6	15.6	0.0
COc1ccc(C2=NS(=O)(=O)N(C)C(C(=O)N3CCCCC3)=C2)cc1	11.6	.	7.2	-22.8	-1.4	-8.4	2.5	18.1	-4.0	11.1	.
COCC(C)NC(=O)NC(=O)c1ccc(Cl)cc1 (configuration not stated)	-6.9	1.1	-52.1	-17.6	.	-9.4	2.3	12.0	21.0	-31.2	-1.3
CC1(C)CC(=O)C=C(Nc2ccccc2NC(=O)c2cnccn2)C1	-3.3	.	22.0	-20.0	.	2.8	-3.0	-2.4	-8.5	13.1	-3.2
CN1CCN(CCCNC(=O)Cn2nc(-c3ccccc3)ccc2=O)CC1	2.3	21.8	8.3	0.2	-4.5	-11.7	3.8	-10.5	12.0	-9.9	-5.6
COc1ccccc1CNC(=O)CCC(=O)N1CCOc2ccc(C)cc21	-5.4	-6.4	9.8	-0.2	-4.1	.	1.5	20.3	5.8	5.4	.
C=C(C)Cn1c(SCC#N)nc2ccccc2c1=O	18.7	.	4.5	0.2	-2.3	7.1	3.1	7.0	-7.4	3.9	1.4
COc1ccc(CCc2nnc(CCC(=O)NCC3CCCO3)o2)cc1 (configuration not stated)	10.3	-1.9	5.0	-4.4	-2.1	-9.9	-1.4	-5.1	1.1	9.0	2.2
Cc1ccc2c(c1)N(CCC(=O)NC1CCCCC1)C(=O)CO2	-8.8	-5.2	2.1	-13.3	-2.9	-1.3	-1.0	10.5	10.4	2.0	-4.9
CCOC(=O)c1cccc(COC(=O)c2cccc(-c3nnc(-c4ccccc4)o3)c2)c1	7.0	1.0	46.9*	-64.8	-3.2	4.8	-1.5	-25.4	-2.1	-75.1	-2.5
COc1ccc(OC)c(C2=NS(=O)(=O)N(C)C(C(=O)Nc3ccc(C(C)=O)cc3)=C2)c1	-7.7	-4.0	11.6	0.2	-1.7	-0.8	-3.2	58.6	4.8	-1.3	2.6
CC(/C=C/c1ccccc1)=N\NC(=O)CNC(=O)c1ccccc1Cl	-4.7	2.9	-2.8	19.1	-2.1	-1.0	1.1	0.9	5.4	1.1	3.3
CC(=O)c1ccc(NC(=S)N2CCC(O)CC2)cc1	-10.4	-4.5	-1.8	9.2	-5.7	-9.4	1.6	-2.9	11.6	-11.3	26.9
COC(=O)c1ccc(CSc2nnc(CNC(=O)c3cccs3)o2)o1	19.5	.	7.7	-17.8	-4.7	-3.0	0.5	-11.7	2.5	-3.0	7.7

Molecules above with a nitro group on carbon, in the order listed:
SMILES	CF NFkB block	Vif imaging	HIF-2a block	NR2E3 ag-1	CaV13 ICDI inh	MITF TRPM1 inh	NR2E3 ag-2	Shn3 inh set2	KKLEB tox	Peg3 promoter	PDI turbidity
O=C(Nc1ccc(Cl)c([N+](=O)[O-])c1)c1cnccn1	-3.6	5.9	-24.4	11.5	-3.0	-15.2	-4.3	10.8	5.0	-22.1	-18.9
CSc1nccn1C(=O)c1ccccc1[N+](=O)[O-]	-23.2	-2.1	13.2	7.0	-3.1	.	1.1	-0.6	7.1	5.6	5.5
C/C(=N\NC(=O)C1CC1(c1ccccc1)c1ccccc1)c1cccc([N+](=O)[O-])c1 (configuration not stated)	-11.1	8.3	9.8	7.7	-2.7	2.6	5.0	28.4	-3.3	3.0	-2.4

Source: PubChem BioAssay (several laboratories)
